SENP1 inh: SENP1 (human) catalytic domain inhibition | Q9P0U3 | recombinant SENP1 catalytic domain, CyPet-SUMO1-YPet FRET cleavage | inhibition, % at 10 µM | 360,000 tested, 0.21% active;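 active = inhibition at least 30% at 10 µM, raw YFP signal under a set limit, fluorescence ratio 0.5 to 1.5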;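 note: 0% = enzyme with DMSO and 100% = no enzyme wells; some results filed as inactive read as strong as hits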
Target sequence (Q9P0U3 419-644 limits assumed): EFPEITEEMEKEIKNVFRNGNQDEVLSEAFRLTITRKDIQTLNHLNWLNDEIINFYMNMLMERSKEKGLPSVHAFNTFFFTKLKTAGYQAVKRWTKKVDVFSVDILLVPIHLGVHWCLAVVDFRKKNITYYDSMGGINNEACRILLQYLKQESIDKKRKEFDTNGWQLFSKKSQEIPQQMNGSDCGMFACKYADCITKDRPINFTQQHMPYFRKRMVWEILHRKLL
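Assay system: hSENP1 catalytic domain, recombinant. Amount: SENP1 enzyme, 20 pM final. Schedule: 50 min reaction, RT, dark. Technique: FRET, CFP and YFP emission. Control set: no-enzyme wells low, DMSO-plus-enzyme wells high control.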
SENP6 block: blocks the human protease SENP6. Q9GZR1. AID 2599. Recombinant SENP6 catalytic domain, aminoluciferin luminescence. 330,000 tested, 1.8% active. inhibition, % at 10 µM;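 active = inhibition above about 50% at the single tested dose, limit read from the data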;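 note: plate controls were DMSO wells with enzyme for no effect and DMSO wells lacking enzyme for full effect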
Target sequence (Q9GZR1 628-1112 limits assumed): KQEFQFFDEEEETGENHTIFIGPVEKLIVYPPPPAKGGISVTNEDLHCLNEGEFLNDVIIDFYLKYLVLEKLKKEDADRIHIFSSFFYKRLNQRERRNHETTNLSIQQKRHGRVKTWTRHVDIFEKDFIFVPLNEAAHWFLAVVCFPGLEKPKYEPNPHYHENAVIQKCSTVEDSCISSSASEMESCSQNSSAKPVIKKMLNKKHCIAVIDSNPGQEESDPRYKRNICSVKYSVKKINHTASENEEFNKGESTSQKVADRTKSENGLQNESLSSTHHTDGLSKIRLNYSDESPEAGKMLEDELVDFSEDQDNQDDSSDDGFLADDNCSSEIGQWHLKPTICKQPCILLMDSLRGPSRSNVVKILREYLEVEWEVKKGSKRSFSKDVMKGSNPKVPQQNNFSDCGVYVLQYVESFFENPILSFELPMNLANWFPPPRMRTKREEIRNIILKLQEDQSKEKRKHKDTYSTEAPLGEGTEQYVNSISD
HKDC1 inh: blocks human hexokinase HKDC1 activity; Q2TB90; recombinant HKDC1, G6PDH/diaphorase resazurin coupled fluorescence; inhibition, % at 20 µM; 340,000 tested, 0.16% active; AID 493160;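 active = inhibition above about 35% when tested at 20 µM, limit read from the data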;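 note: plate controls were DMSO wells with enzyme for no effect and DMSO wells lacking enzyme for full effect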
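Assay system – recombinant HKDC1 (HK5) hexokinase enzyme, produced in-house · Input – HKDC1 at 5 µg/mL · Reagent – glucose plus 1 mM ATP as hexokinase substrates · Timing – 90 min reaction incubation at room temperature, dark · Measured by – G6PDH/diaphorase-coupled fluorescence, 1 mM NADP, 100 µM resazurin, 525/613 nm · Benchmarks – DMSO-enzyme wells negative, buffer-substituted wells positive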
NLRP3 yeast inh: blocks the NALP3 inflammasome reconstituted in yeast; Yeast reconstituted NLRP3/ASC/caspase-1, beta-gal luminescence, 24 h; inhibition, % at 10 µM; 330,000 tested, 0.39% active;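 active = inhibition of 50% or more; inactive = inhibition below 50%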;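 note: plate controls were induced DMSO wells for no effect and uninduced yeast grown without galactose for full effect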
SENP7 inh: SENP7 protease inhibition. recombinant SENP7, Z-RLRGG-aminoluciferin luminescence, 40 min. inhibition, % at 5 µM. 330,000 tested, 1.5% active;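 active = inhibition above about 50% at the single test dose, limit read from the data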;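 note: plate controls were DMSO with enzyme for no effect and no enzyme buffer wells for full effect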
Target sequence (Q9BQF6 706-1050 limits assumed): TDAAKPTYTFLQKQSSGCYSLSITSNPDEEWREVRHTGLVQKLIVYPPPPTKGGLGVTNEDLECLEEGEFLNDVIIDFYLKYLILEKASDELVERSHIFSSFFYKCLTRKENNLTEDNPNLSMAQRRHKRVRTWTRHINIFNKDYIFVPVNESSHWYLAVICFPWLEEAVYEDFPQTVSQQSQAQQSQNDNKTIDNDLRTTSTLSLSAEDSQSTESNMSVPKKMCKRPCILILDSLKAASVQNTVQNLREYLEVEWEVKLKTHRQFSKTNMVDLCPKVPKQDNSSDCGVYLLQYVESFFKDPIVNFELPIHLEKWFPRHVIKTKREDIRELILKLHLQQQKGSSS
Apaf-1 inh: inhibitors of human Apaf-1 apoptosome; 330,000 tested, 0.71% active; inhibition, % at 20 µM; reconstituted apoptosome caspase-3 activity, DEVD-Rh110 fluorescence; active = inhibition of at least 40% at 20 µM;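 note: plate controls were DMSO wells for no effect and DEVD-CHO caspase inhibitor wells for full effect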
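Material: reconstituted apoptosome with Apaf-1, cytochrome c, caspase-9, procaspase-3, dATP. Technique: Rh110 fluorescence intensity. Buffer or medium: pH 7.5 Hepes buffer with CHAPS, BSA, DTT. Times: 30 min plus 50 min, RT.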
SENP8 block-1: inhibitors of human SENP8 protease. Q96LD8. 360,000 tested, 0.64% active. recombinant SENP8, Nedd8 substrate fluorescence. inhibition, % at 20 µM. AID 602440; in the data active = inhibition mostly above about 40%, no sharp cut-off; inactive = mostly below about 27%
PfG6PD inh: PfG6PD (Plasmodium falciparum) enzyme inhibition. PfGluPho enzyme, NADPH resazurin-diaphorase fluorescence. inhibition, % at 20 µM. 350,000 tested, 0.78% active. AID 504690;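 active = inhibition reaching at least a set limit at 20 µM in the primary screen, cut at about 59% in these data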;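 note: 0% = DMSO wells with substrate and 100% = DMSO wells lacking glucose-6-phosphate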
SENP8 block-2: inhibitors of human SENP8 protease | Q96LD8 | purified SENP8, Z-RLRGG-aminoluciferin cleavage, luminescence | inhibition, % at 10 µM | 330,000 tested, 1.2% active | AID 2540; in the data active = inhibition above about 50%
Active calls of the source: *; . = no result given; & = joins results of further samples.

Order of results – SENP1 inh | SENP6 block | HKDC1 inh | NLRP3 yeast inh | SENP7 inh | Apaf-1 inh | SENP8 block-1 | PfG6PD inh | SENP8 block-2
- O=C(c1ccc2snnc2c1)N1CCN(c2ccccc2)CC1
    0 | -19 | 0 | 3 | 6 | -2 | 16 | -14 | 2
- Oc1ccccc1O
    -4 | -14 | -2 | 22 | -5 | -8 | 12 | 8 | 14
- Cc1cc(C(=O)CSc2nnnn2C)c(C)n1C1CC1
    -1 | -18 | 10 | 17 | -5 | 6 | 9 | 8 | -18
- COc1ccc(CNC(=O)C(CCSC)NC(=O)c2ccco2)cc1 (stereo not drawn)
    -1 | -18 | 2 | 16 | -5 | 2 | 17 | 1 | -11
- CCOCCCNC(=O)c1ccc2c(c1)ncn2-c1ccc(C)cc1C
    1 | -9 | -5 | 10 | -4 | 8 | 24 | 7 | -2
- Cc1ccc(S(=O)(=O)NCC(=O)OCc2ccccc2Br)cc1
    0 | -1 | -3 | 7 | 2 | 13 | 0 | 2 | -5
- COc1cc(/C=N\NC(=O)CNC(=O)C(c2ccccc2)c2ccccc2)ccc1O
    -1 | 1 | -1 | -16 | 7 | -5 | -8 | -4 | 6
- Cc1cc(-c2nn(-c3ccccc3F)cc2CN2CCN(c3ccncc3)CC2)c(C)s1
    0 | -37 | -3 | 14 | 1 | 23 | -7 | -13 | -39
- CCCn1c(=O)c(C(=O)NCc2ccccc2OC)c(O)c2ccccc21
    1 | 88* | -6 | 14 | 9 | 3 | -22 | -5 | 6
- COc1cccc(/C=C/C(=O)OCC(=O)c2cc(C)n(CC3CCCO3)c2C)c1OC (stereo not drawn)
    1 | -4 | 1 | 13 | 0 | 15 | -281 | 17 | -6
- COc1ccc(CC(=O)OCC(=O)Nc2ccc(OC(F)F)cc2)cc1OC
    1 | 6 | 0 | 8 | 5 | 2 | -1 | 13 | -8
- Cn1c(C(=O)NCCc2ccsc2)cc2c(=O)n(C)c3ccccc3c21
    1 | 3 | 9 | 17 | 0 | 4 | -21 | 40 | 2
- O=C1NCCN1CCNS(=O)(=O)c1ccc2ccccc2c1
    2 | -13 | -7 | -2 | -8 | 5 | 20 | 11 | 3
- CC(C)OCC1CC(CC(=O)NC(=S)Nc2cccc([N+](=O)[O-])c2)C(=O)O1 (stereo not drawn)
    0 | -45 | -6 | 16 | 2 | 5 | 18 | -3 | 9
- Nc1nnc(SCC(=O)Nc2ccc(F)c(Cl)c2)n1-c1ccccc1
    -1 | -26 | -6 | 0 | -5 | 10 | 8 | 0 | -6
- Cc1nc2cc(C(F)(F)F)ccc2n1CCNc1nc(-c2ccc([N+](=O)[O-])c(Cl)c2)cs1
    4 | -5 | 1 | 12 | 4 | 21 | 33 | 9 | -5
- CCOc1ccc(N(CC(=O)NCc2ccccc2)S(=O)(=O)c2ccc(C)cc2)cc1
    3 | 14 | -5 | 25 | 1 | 32 | 13 | 16 | 7
- O=C(NCc1ccccn1)c1cc(-c2ccccc2Cl)on1
    2 | -7 | -7 | 18 | -1 | -1 | 2 | -8 | -7
- CNc1oc(-c2ccc(Cl)cc2)nc1C#N
    2 | 26 | -4 | 16 | 10 | -11 | -282 | 3 | 0
- CN(CC(=O)NCCCN1CCOCC1)S(=O)(=O)c1cc(Cl)ccc1Cl
    0 | 7 | -4 | 22 | 19 | 1 | 10 | -5 | -14
- O=C(CSc1ncccc1-c1nc2ccccc2[nH]1)N1CCc2ccccc21
    -5 | 0 | -11 | 8 | 55* | 3 | -179 | 3 | -11
- COc1cc(C(=O)Nc2nc(-c3ccc(C)cc3)cs2)ccc1OCC(=O)N1CCOCC1
    -1 | -8 | -4 | -13 | 2 | 5 | -57 | 18 | -2
- O=C(Nc1cc(Cl)cc(Cl)c1)c1ccno1
    3 | 1 | -2 | 15 | 4 | -1 | 12 | 1 | -1
- O=C(NCc1ccc(F)cc1)c1ccc(CNc2c(N3CCOCC3)c(=O)c2=O)cc1
    3 | -5 | -7 | -16 | 0 | -14 | 10 | 10 | -5
- CC(CCc1ccccc1)NC(=O)CSc1ccccc1 (stereo not drawn)
    -1 | 24 | -3 | -15 | 3 | -1 | 18 | -15 | 1
- Cc1nn(C)cc1N1C(=O)c2cccc3c(N)ccc(c23)C1=O
    -34 | -6 | -1 | 9 | 0 | 12 | 8 | 21 | 0
- COCCN(C(=O)COC(=O)c1cc(C)n(-c2ccccc2)c1C)c1c(N)n(Cc2ccccc2)c(=O)[nH]c1=O
    -3 | -8 | -1 | 10 | -6 | 15 | 0 | -1 | -8
- Cc1cccc(C)c1OCc1n[nH]c(=S)o1
    3 | -18 | -4 | 4 | -10 | 6 | 8 | 10 | -3
- CC(C)c1ccc(C(CC(=O)c2ccc(Cl)cc2)C(=O)O)cc1 (stereo not drawn)
    0 | 7 | 4 | 22 | -3 | 11 | 9 | 6 | 4
- CC(C)(CNC(=O)c1sc2cc(Cl)ccc2c1Cl)N1CCOCC1
    1 | -12 | 7 | 11 | -4 | 33 | 8 | 20 | 11

Laid out differently: results already given
SMILES,SENP1 inh,SENP6 block,HKDC1 inh,NLRP3 yeast inh,SENP7 inh,Apaf-1 inh,SENP8 block-1,PfG6PD inh,SENP8 block-2
Cc1ccc(S(=O)(=O)NCC(=O)OCc2ccccc2Br)cc1,0,-1,-3,7,2,13,0,2,-5
COc1cc(/C=N\NC(=O)CNC(=O)C(c2ccccc2)c2ccccc2)ccc1O,-1,1,-1,-16,7,-5,-8,-4,6

The list continues:
Order of results – SENP1 inh | SENP6 block | HKDC1 inh | NLRP3 yeast inh | SENP7 inh | Apaf-1 inh | SENP8 block-1 | PfG6PD inh | SENP8 block-2
- O=C(CC1C(=O)NCCN1C(=O)c1ccc(Cl)cc1)Nc1ccc(F)cc1 (stereo not drawn)
    -1 | 1 | -2 | 11 | 5 | 2 | 26 | -12 | 3
- Nc1ccccc1SCc1csc(-c2ccc(Cl)cc2)n1
    1 | -3 | -1 | 36 | 1 | 21 | 13 | 60* | -2
- O=[N+]([O-])c1ccccc1S(=O)(=O)N1CCN(c2ccccn2)CC1
    12 | -4 | 3 | 27 | 9 | 3 | 10 | -12 | -9
- CCOCCCNC(=O)C(c1ccc(C)cc1)N(Cc1ccc2c(c1)OCO2)C(=O)c1ccccn1 (stereo not drawn)
    3 | -27 | 1 | 8 | -10 | -3 | 9 | 13 | 4
- Cc1cccc(OCC(=O)Nc2ccc3nc(C)sc3c2)c1
    0 | -15 | -1 | 37 | -6 | -1 | 2 | -3 | -15
- Cc1cc(NC(=O)Cn2cc([N+](=O)[O-])cn2)n(Cc2ccc(F)cc2)n1
    0 | -8 | 0 | 13 | 2 | -9 | -27 | 12 | 1
- C[C@H](NS(=O)(=O)c1ccc(Cl)cc1)C(=O)OCC(=O)NCCc1ccc(S(N)(=O)=O)cc1
    0 | . | -2 | . | . | . | 2 | 3 | .
- CCn1c(C)c(C)c2cc(C(=O)NCCCN3CCCCCC3)ccc21
    -17 | 14 | -3 | 12 | -8 | 23 | -18 | 8 | -12
- N#C/C(=C/c1cccc([N+](=O)[O-])c1)C(=O)Nc1ccccc1O
    3 | -4 | 7 | 17 | -5 | -3 | 32 | 2 | 1
- Cc1ccc2nc(NC(=O)[C@H](C)N3C(=O)C4CC=CCC4C3=O)sc2c1 (stereo partly drawn)
    -1 | 18 | 0 | 0 | 11 | 6 | 5 | -12 | -1
- CC(C)CC1Nc2ncnc(N3CCOCC3)c2N(Cc2ccccc2)C1=O (stereo not drawn)
    0&1 | -7 | -2 | 6 | -5 | 6 | -2&-6 | 4 | -6
- COc1cc(CCC(=O)Nc2ccncc2Cl)cc(OC)c1OC
    0 | -4 | -4 | 1 | -6 | -6 | 7 | -1 | 4
- CCSC1=C(C#N)C(c2ccccc2Cl)C(C(=O)c2cccs2)C(O)(C(F)(F)F)N1 (stereo not drawn)
    -2 | 4 | 4 | 12 | 2 | 19 | 18 | 37 | -9
- CC1Oc2ccccc2N(CC(=O)N2CCCCCC2)C1=O (stereo not drawn)
    2 | 11 | 0 | 23 | -8 | 2 | 3 | -18 | -8
- Cc1cc(C)nc(NS(=O)(=O)c2ccc(NS(=O)(=O)c3ccsc3)cc2)n1
    1 | -11 | -3 | 0 | 9 | -4 | 1 | -10 | -5
- CCOc1ncccc1C(=O)OCC(=O)Nc1ccc(C)c(S(=O)(=O)N(C)C)c1
    0 | -43 | -1 | 18 | -6 | 12 | 11 | -4 | -9
- CCn1cc(/C=C(\NC(=O)c2ccc(C)cc2)C(=O)NCCCN2CCOCC2)c2ccccc21
    -4 | 20 | 3 | 19 | 7 | 2 | -8 | -8 | 4
- O=c1[nH]c2ccccc2[nH]c1=O
    1 | -18 | -7 | -2 | 4 | -4 | -92 | 11 | -5
- Cc1ccc(NC(=O)C2SC(=Nc3ccccc3)C(C(=O)Nc3ccc(Cl)cc3)=C2N)cc1 (stereo not drawn)
    -9 | . | 7 | . | . | . | 6 | 16 | .
- CCOC(=O)c1cc2ccccc2nc1C
    -1 | -16 | 3 | 11 | -8 | 2 | 10 | -4 | -8
- O=C(O)CC(C(=O)Nc1ccc(Cl)c(Cl)c1)C1CCCO1 (stereo not drawn)
    2 | -9 | -8 | 8 | 1 | -19 | 6 | 4 | -2
- Cc1cccc(CCNC(=O)C2CCN(S(=O)(=O)c3c(C)noc3C)CC2)c1
    0 | -8 | -9 | -4 | -5 | -1 | 14 | -11 | 0
- O=C(Nc1ccccc1C(=O)NCc1ccccc1)c1ccccc1
    0 | -16 | 8 | 11 | -1 | 2 | 5 | 12 | 4
- O=C(CSc1nnc(-c2ccc(Cl)cc2)n1Cc1ccco1)c1cccs1
    -6 | -27 | 14 | 4 | -23 | -3 | -9 | 42 | -13
- COc1ccc(C(CNC(=O)c2ccc(N3CCCC3=O)cc2)N(C)C)cc1 (stereo not drawn)
    1 | -23 | -5 | 21 | -5 | -9 | 2 | -14 | 4
- O=C(NC(=S)N1CCN(C/C=C/c2ccccc2)CC1)c1ccc(Cl)nc1
    -2 | -9 | -3 | 23 | 2 | -10 | 30 | -6 | 3
- CCOC(=O)/C(C#N)=C/NC(=O)NC(C)(C)C
    0 | -6 | -7 | 2 | -4 | 2 | 26 | -10 | 2
- CCCNC(=S)Nc1cccc(C(F)(F)F)c1
    3 | 3 | -1 | 4 | 10 | 5 | 9 | -7 | -2
- Cc1nc2cc(Cl)c(Cl)cc2n1CCCO
    0 | -13 | -1 | -2 | -5 | -15 | 11 | 3 | 1
- CC(C)(C)NC(=O)COc1ccc(CNCc2cccnc2)cc1
    1 | -2 | 2 | -1 | 9 | -7 | 13 | -19 | -1

Printed as active in SENP6 block (from the list above):
compound,SENP1 inh,SENP6 block,HKDC1 inh,NLRP3 yeast inh,SENP7 inh,PfG6PD inh
CCCn1c(=O)c(C(=O)NCc2ccccc2OC)c(O)c2ccccc21,1,88*,-6,14,9,-5

Bioassay records from PubChem.
